MC4R barr agon: agonists of human melanocortin 4 receptor (MC4R) beta-arrestin; P32245; AID 540308; activation, % at 8.9 µM; U2OS MC4R beta-arrestin complementation, luminescence; percent of melanotan II response, DMSO zero; hit rate 0.98% among 360,000;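 active means activation above a per-plate cutoff, the mean activation of sample wells on that plate plus 3 SD, cut at about 8% in these data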
SRC1 inh: human NCOA1 inhibition; Q15788; HEK293 GAL4-SRC1 luciferase reporter, luminescence; inhibition, % at 3.6 µM; hit rate 0.12% among 360,000; AID 588354;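 active means inhibition above the campaign mean plus 3 SD, with each screening campaign given its own cutoff, cut at about 60% in these data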;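 further: 0% = DMSO treated cells and 100% = gossypol at 36 µM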
NR5A2 inv ag: inverse agonists of human LRH-1 (NR5A2). HEK293T StAR-luciferase reporter, LRH-1 transfected, 24 h. inhibition, % at 3.6 µM. hit rate 0.13% among 360,000. AID 602396;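 active means inhibition above the mean inhibition of all tested compounds plus 3 SD, cut at about 73% in these data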;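 further: 0% = DMSO wells and 100% = reporter-only cells lacking LRH-1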
Target sequence (O00482 whole entry, looked up): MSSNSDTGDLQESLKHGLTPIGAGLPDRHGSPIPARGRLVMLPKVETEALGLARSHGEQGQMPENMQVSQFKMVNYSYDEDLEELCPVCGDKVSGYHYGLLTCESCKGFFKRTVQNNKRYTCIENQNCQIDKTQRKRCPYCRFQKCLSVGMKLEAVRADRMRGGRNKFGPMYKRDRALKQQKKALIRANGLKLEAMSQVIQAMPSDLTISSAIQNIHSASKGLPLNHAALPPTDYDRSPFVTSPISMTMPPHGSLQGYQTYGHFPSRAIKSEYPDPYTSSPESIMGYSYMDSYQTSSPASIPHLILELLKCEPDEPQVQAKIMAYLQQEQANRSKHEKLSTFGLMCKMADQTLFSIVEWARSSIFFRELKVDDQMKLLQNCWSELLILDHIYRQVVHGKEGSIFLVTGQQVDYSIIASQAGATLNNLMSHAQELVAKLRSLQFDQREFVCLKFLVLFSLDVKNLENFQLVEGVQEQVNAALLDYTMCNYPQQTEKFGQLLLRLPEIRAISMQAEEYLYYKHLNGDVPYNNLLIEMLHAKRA
NR2F2 inh: NR2F2 (human) inhibition, primary screen; inhibition, % at 8.6 µM; hit rate 0.7% among 370,000; HEK293T NGFI-A luciferase reporter, luminescence; P24468;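 active means inhibition above a per-plate cutoff, mean inhibition of test wells between control levels plus 3 SD, cut at about 38% in these data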;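 further: cells cotransfected with COUP-TFII expression vector driving the NGFI-A reporter; 0% = median of COUP-TF2 test wells and 100% = reporter-only cells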
Target sequence (P24468 whole entry, looked up): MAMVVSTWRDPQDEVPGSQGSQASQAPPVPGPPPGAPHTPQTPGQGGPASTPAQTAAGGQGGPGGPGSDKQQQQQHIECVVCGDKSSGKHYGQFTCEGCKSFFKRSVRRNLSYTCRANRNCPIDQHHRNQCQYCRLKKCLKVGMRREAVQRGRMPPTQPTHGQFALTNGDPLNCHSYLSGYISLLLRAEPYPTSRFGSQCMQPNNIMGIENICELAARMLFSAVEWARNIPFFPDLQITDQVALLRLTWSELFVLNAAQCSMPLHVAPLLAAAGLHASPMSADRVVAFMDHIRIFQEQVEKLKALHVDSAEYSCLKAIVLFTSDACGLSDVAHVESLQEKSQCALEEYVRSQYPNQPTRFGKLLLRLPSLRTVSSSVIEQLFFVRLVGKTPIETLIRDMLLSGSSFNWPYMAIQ
NCOA3 inh: human NCOA3 inhibition; AID 588352; Q9Y6Q9; HEK293 GAL4-SRC3 luciferase reporter, luminescence; inhibition, % at 3.6 µM; hit rate 0.17% among 360,000;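 active means inhibition above a per-campaign cutoff, the mean of all compounds plus 3 SD, cut at about 60% in these data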;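 further: 0% = DMSO-treated cells and 100% = gossypol-treated cells at 36 µM; higher means less SRC3-driven luciferase light from the GAL4 reporter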
NCOA2 inhibitor: inhibits human steroid receptor coactivator 2; hit rate 0.17% among 370,000; HEK293 GAL4-SRC2 luciferase reporter, luminescence; AID 651957; Q15596; inhibition, % at 9 µM;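 active means inhibition above the mean inhibition of all tested compounds plus 3 SD, set per campaign, cut at about 52% in these data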;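 further: 0% = DMSO treated cells and 100% = cells given Gossypol at 36 µM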
ABHD5-PLIN5 inh: inhibitors of human ABHD5-perilipin-5 interaction; Q00G26+Q8WTS1; Split G. princeps luciferase complementation, luminescence, 4 h; inhibition, % at 4 µM; hit rate 0.78% among 360,000; AID 602281;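 active means inhibition above the mean inhibition across every tested compound plus 3 SD, cut at about 22% in these data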;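 further: 0% = DMSO only wells and the 100% control is not disclosed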
MC4R antag cAMP: human MC4R antagonism in cAMP assay | hit rate 0.48% among 360,000 | P32245 | AID 540295 | MC4R-expressing cells, MTII-stimulated cAMP, LANCE TR-FRET | inhibition, % at 6.5 µM;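 active means inhibition above its plate's cutoff, the mean of tested wells on that plate plus 3 SD, cut at about 29% in these data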;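 further: 0% = Melanotan II alone and 100% = Melanotan II plus saturating MCL0020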
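Material: U2OS-MC4R stable cell line | Reagent: Melanotan II challenge after compound preincubation | Doses: One concentration, 6.5 µM nominal | Incubation: 30-min compound preincubation, 1-h Melanotan II challenge, 1-h detection, room temperature | Signal: TR-FRET cAMP assay | Replicates: One well per compound, no replicates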
LMP1 NFkB inh: inhibitors of Epstein-Barr LMP1-induced NF-kappaB reporter; LMP1-induced NF-kappaB luciferase reporter cells, luminescence; inhibition, % at 12.5 µM; hit rate 0.69% among 350,000; AID 504558; in the data active means inhibition above about 41%;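 further: 0% = neutral control wells and 100% = reference inhibitor control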
TLR9-MyD88 inh: inhibitors of human TLR9-MyD88 binding; Q9NR96+Q99836; CHO BLA complementation TLR9-MyD88, CCF4 FRET ratio; inhibition, % at 4.98 µM; hit rate 0.21% among 340,000; AID 504734;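 active means inhibition above the mean over all tested compounds plus 3 SD, cut at about 21% in these data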;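 further: 0% = DMSO only wells and 100% = clavulanate BLA inhibitor control wells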
NOD2 RIPK2 PPI: inhibitors of human NOD2-RIPK2 interaction; CHO BLA complementation NOD2-RIPK2, CCF4 ratio; inhibition, % at 4.98 µM; hit rate 0.38% among 360,000; in the data active means inhibition above about 21%;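 further: 0% = vehicle only and 100% = reference blocker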
* = called active by the depositor; x = no result given. The list is partial; the hit share may differ from the screen's.

SMILES | MC4R barr agon | SRC1 inh | NR5A2 inv ag | NR2F2 inh | NCOA3 inh | NCOA2 inhibitor | ABHD5-PLIN5 inh | MC4R antag cAMP | LMP1 NFkB inh | TLR9-MyD88 inh | NOD2 RIPK2 PPI
C=CCN=C(NC#N)SCC(=O)c1cccc(OC)c1 | 0.1 | -23 | -114 | -9 | -25 | -6 | -10 | -2 | -31 | -12 | 6
O=C(Cn1cc(CCO)nn1)N1CCNCC1 | 0.1 | -1 | 0 | -2 | -3 | 21 | -13 | -2 | -2 | -14 | -1
O=C(Nc1cccnc1)C1Cc2c(-c3cccc(F)c3)ccnc2O1 (configuration not stated) | 0.8 | -12 | -24 | -10 | -5 | -3 | -2 | 14 | x | x | 3
O=C(NN1C(=O)/C(=C/c2ccc(O)c([N+](=O)[O-])c2)SC1=S)c1ccccc1Cl | -1.5 | -14 | 3 | 3 | -5 | 11 | 3 | 14 | 4 | 12 | -2
Cc1ccc(NC(=O)COC(=O)c2cccc(OC(F)F)c2)cc1S(=O)(=O)N1CCCCC1 | 1.6 | -8 | -13 | 0 | 9 | -2 | -7 | 4 | 5 | -8 | 9
CCOC(=O)c1ccc(NC(=O)CSc2nc(SC)ns2)cc1 | 2.1 | -48 | -133 | -42 | -76 | -14 | -8 | 6 | -28 | -1 | -7
CC(=O)Oc1ccc(OC(C)=O)c2c1C1C=CC2CC1 | -1.0 | 5 | -5 | -5 | 8 | -3 | 4 | -1 | 5 | -6 | 3
CC(C)OC(=O)CSc1nc2ncccc2[nH]1 | 0.5 | 4 | -4 | -23 | -2 | -9 | 1 | -1 | 3 | -3 | 0
Cc1cc(C(=O)N2CCN(c3ncccn3)CC2)c2cc(F)ccc2n1 | -2.3 | 1 | 3 | 19 | 25 | 23 | -5 | -5 | -1 | -6 | -1
NNC(=O)c1ccc(COc2ccc3c(c2)CCC3)cc1 | 2.6 | -21 | -19 | 1 | -33 | -30 | 1 | 3 | -14 | -3 | 7
NC(=O)COc1ccc2cc(-c3ccc(F)cc3)c(=O)oc2c1 | -0.8 | -48 | -22 | -14 | -57 | -13 | -6 | 5 | -20 | -3 | 7
Cc1csc(NC(=O)CSc2nnc(-c3ccncc3)n2C)n1 | -0.1 | -15 | -18 | -14 | 6 | 1 | 0 | 9 | 4 | -12 | -5
CCOC(=O)N1CCC(NC(=O)CS(=O)(=O)Cc2nc(-c3ccccc3Cl)oc2C)CC1 | -2.5 | 21 | 4 | -1 | 12 | 12 | -4 | 4 | 3 | 4 | 3
COc1ccc(OC)c(-n2c(C)cc(/C=C3\C(=N)N4N=C(CC(=O)N5CCOCC5)SC4=NC3=O)c2C)c1 | -2.4 | -24 | -1 | 12 | 7 | -42 | -3 | 10 | -1 | 6 | -1
O=C(O)C(Cc1ccc(Cl)cc1)Sc1nc2ccccc2[nH]1 (configuration not stated) | -2.0 | -85 | 12 | 3 | -35 | -27 | 3 | 7 | x | -12 | -4
O=C(NCCc1ccc2c(c1)OCCO2)c1cc(S(=O)(=O)N2CCCC2)ccc1Cl | 1.5 | -6 | -24 | 15 | -2 | 20 | -5 | 7 | -3 | 2 | -11
Cc1c(C(=O)O)[nH]c2c1C(=O)CC(c1ccc(C(C)(C)C)cc1)C2 (configuration not stated) | 0.1 | -4 | -4 | 20 | -27 | -15 | -9 | 5 | -19 | 0 | 1
C/C(=C1/SC(N2CCCC2)=NC1=O)c1ccc(Br)cc1 | -1.1 | -55 | -25 | -10 | -83 | -5 | 2 | 18 | 8 | 5 | 8
CC(C)CCNC(=O)CN(C(=O)CCC(=O)Nc1ccccn1)c1ccc2c(c1)OCO2 | 1.3 | 5 | -15 | -2 | -4 | -14 | -1 | 25 | -11 | -5 | 1
C/C=C/c1ccc(OCC(=O)NNC(=O)CN(C)S(=O)(=O)c2ccc(C)cc2)c(OC)c1 | -2.2 | -9 | 12 | 13 | 7 | 15 | -13 | -5 | -1 | -2 | 2
CCCCN1CC(COCc2ccccc2)Oc2cc(Br)ccc2S1(=O)=O (configuration not stated) | -1.6 | 12 | -12 | -12 | -6 | 8 | -7 | 3 | -12 | -3 | -8
Cc1ccc(NC(=O)CSc2nc(=O)cc(N)n2-c2ccccc2)cc1 | -2.7 | -13 | -14 | -2 | 4 | 8 | 6 | 8 | -2 | 1 | -6
CN1N=C(/C=C/c2ccccc2)CCC1=O | 2.4 | -95 | -55 | -29 | -34 | -52 | 4 | -2 | -22 | -2 | 7
COc1cc(/C=C2\C(=N)N3N=CSC3=NC2=O)cc(Br)c1OC(=O)c1ccco1 | 0.3 | 3 | 18 | 5 | -7 | 0 | 0 | 17 | 1 | 3 | 1
Cc1cc(NC(=O)CSc2nc(N)c(NC(=O)c3ccccc3F)c(=O)[nH]2)no1 | -0.2 | -1 | 4 | 6 | 3 | 14 | 0 | 10 | 0 | -10 | 7
Next part:
SMILES | MC4R barr agon | SRC1 inh | NR5A2 inv ag | NR2F2 inh | NCOA3 inh | NCOA2 inhibitor | ABHD5-PLIN5 inh | MC4R antag cAMP | LMP1 NFkB inh | TLR9-MyD88 inh | NOD2 RIPK2 PPI
Cc1c(Cl)c([N+](=O)[O-])nn1CCCC(=O)Nc1cccnc1 | -1.1 | -3 | 10 | 4 | 15 | -4 | -5 | 4 | -10 | -1 | -3
Cc1ccc(CNC(=O)CO/N=C/c2ccc(C(C)(C)C)cc2)cc1 | 4.1 | 9 | -9 | -7 | 4 | -21 | 0 | 8 | 2 | -5 | 1
O=C1Cn2c(nc3ccccc32)-c2ccccc2N1 | 1.2 | 1 | 28 | -6 | 1 | -20 | 0 | 1 | -13 | -5 | -3
CCOc1ccccc1N(CC(=O)Nc1cc(OC)ccc1OC)S(=O)(=O)c1ccccc1 | -0.8 | 6 | -18 | 11 | -7 | 23 | 8 | 12 | 3 | 3 | -15
CC1CCCC(C)N1C(=O)COC(=O)C1CCN(S(=O)(=O)c2ccc3c(c2)OCCO3)CC1 (configuration not stated) | -2.3 | 0 | -9 | -5 | 5 | 4 | 5 | 4 | -4 | -1 | 2
Cc1ccc(C)c(N2C(=O)CC(Cc3ccc(Cl)cc3)C2=O)c1 (configuration not stated) | 1.6 | 13 | 4 | 14 | 10 | 28 | 0 | 6 | -3 | 10 | 1
O=C(NCc1ccco1)c1ccc(Cn2c(=O)c3sccc3n(Cc3ccc(F)cc3)c2=O)cc1 | 0.7 | -3 | -7 | 1 | 17 | -15 | -5 | 11 | 2 | 1 | -3
COC(=O)[C@]12CCCCC=C1N(Cc1ccc3c(c1)OCO3)C(=O)[C@H](CC(=O)NCc1ccc(OC)c(OC)c1)C2 | x | x | 7 | 20 | x | -11 | -4 | x | x | x | -1
Cc1ccc2nc(-c3ccc(NS(=O)(=O)c4ccc(F)c(F)c4)cc3)sc2c1 | 1.2 | -137 | -149 | -44 | -69 | -57 | -8 | 5 | 9 | 16 | 14
O=C(COC(=O)COc1ccc2ccccc2c1)Nc1cc(C(F)(F)F)ccc1N1CCOCC1 | 1.3 | 5 | 9 | 9 | 3 | -47 | 1 | 3 | 4 | 9 | -11
COc1ccc(C=C2Cc3ccccc3C2=O)cc1 | x | -23 | -48 | -24 | -18 | -63 | 3 | x | x | x | 2
COc1ccccc1CN(C)C(=O)COC(=O)c1cc(C)oc1C | -0.5 | -16 | -6 | -7 | 13 | -23 | -3 | 9 | -6 | -2 | -21
Cc1ccc(NC(=O)C2CCN(S(=O)(=O)c3cnc[nH]3)CC2)cc1C | -2.5 | -11 | -3 | -8 | -12 | -17 | 1 | 5 | -12 | 1 | -11
O=C(Nc1ccc(Cl)c(Cl)c1)c1cccc(S(=O)(=O)NCc2cccnc2)c1 | -2.8 | 25 | 29 | 53* | 23 | 16 | 5 | 10 | 29 | -19 | -14
NS(=O)(=O)c1ccc(CCNc2ccccc2[N+](=O)[O-])cc1 | -2.3 | -8 | -20 | -28 | -24 | -20 | -4 | 2 | -7 | -2 | 7
Cc1cc(C)c2nncn2n1 | 1.1 | -1 | 6 | 2 | -26 | -1 | 4 | 5 | 0 | 1 | -10
O=C(Nc1ccccc1)c1cccc(S(=O)(=O)Oc2ccc([N+](=O)[O-])cc2)c1 | -1.5 | 2 | 5 | 5 | 5 | -27 | 2 | 6 | -1 | 11 | -3
CC(=O)NCCC(Cc1ccccc1)c1ccco1 (configuration not stated) | 2.5 | -7 | 21 | 14 | 7 | 17 | 14 | -8 | 1 | 8 | -10
Cc1ccc(NC(=O)CCC(=O)NNS(=O)(=O)c2ccccc2)c(C)c1 | 0.2 | 2 | 14 | 1 | 17 | -24 | 12 | -5 | -8 | -7 | 1
CCCNC(=O)COC(=O)/C(C#N)=C/c1cc(C)n(CCC)c1C | -0.4 | -7 | 1 | 13 | -10 | -11 | 3 | -3 | -3 | -3 | -10
CC(=O)Nc1cccc(NC(=O)CSc2ccc(C(F)(F)F)cc2[N+](=O)[O-])c1 | -0.8 | -4 | -42 | 1 | -21 | -33 | 3 | 3 | -7 | 11 | -3

Reformatted with values under each structure: part of the list above
Values run as follows: MC4R barr agon	SRC1 inh	NR5A2 inv ag	NR2F2 inh	NCOA3 inh	NCOA2 inhibitor	ABHD5-PLIN5 inh	MC4R antag cAMP	LMP1 NFkB inh	TLR9-MyD88 inh	NOD2 RIPK2 PPI
CCOC(=O)N1CCC(NC(=O)CS(=O)(=O)Cc2nc(-c3ccccc3Cl)oc2C)CC1
 : -2.5	21	4	-1	12	12	-4	4	3	4	3
O=C(NCc1ccco1)c1ccc(Cn2c(=O)c3sccc3n(Cc3ccc(F)cc3)c2=O)cc1
 : 0.7	-3	-7	1	17	-15	-5	11	2	1	-3
Cc1ccc(NC(=O)COC(=O)c2cccc(OC(F)F)c2)cc1S(=O)(=O)N1CCCCC1
 : 1.6	-8	-13	0	9	-2	-7	4	5	-8	9
C/C(=C1/SC(N2CCCC2)=NC1=O)c1ccc(Br)cc1
 : -1.1	-55	-25	-10	-83	-5	2	18	8	5	8

Single records, from the list above:
CC(=O)NCCC(Cc1ccccc1)c1ccco1 (configuration not stated) as listed: MC4R barr agon = 2.5; SRC1 inh = -7; NR5A2 inv ag = 21; NR2F2 inh = 14; NCOA3 inh = 7; NCOA2 inhibitor = 17; ABHD5-PLIN5 inh = 14; MC4R antag cAMP = -8; LMP1 NFkB inh = 1; TLR9-MyD88 inh = 8; NOD2 RIPK2 PPI = -10
CC1CCCC(C)N1C(=O)COC(=O)C1CCN(S(=O)(=O)c2ccc3c(c2)OCCO3)CC1 (configuration not stated) as listed: MC4R barr agon = -2.3; SRC1 inh = 0; NR5A2 inv ag = -9; NR2F2 inh = -5; NCOA3 inh = 5; NCOA2 inhibitor = 4; ABHD5-PLIN5 inh = 5; MC4R antag cAMP = 4; LMP1 NFkB inh = -4; TLR9-MyD88 inh = -1; NOD2 RIPK2 PPI = 2

Assay outcomes from PubChem.
